Screens: PubChem, Sanford-Burnham Center for Chemical Genomics
tim23-1 inh: growth inhibitors of tim23-1 mutant yeast, primary screen, luminescence, uHTS | inhibition, % at 20 µM | actives 1.3% (n = 330,000) | S. cerevisiae tim23-1 growth, BacTiter-Glo luminescence, 24 h;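 active means growth inhibition of the mutant yeast at or above 50%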;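 further: temperature-sensitive mutant grown at 25 °C; plate controls were DMSO-treated mutant yeast for no effect and medium wells lacking yeast for full effect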
697 NFkB inh: inhibitors of PMA/ionomycin-induced NF-kB reporter, 697 cells, primary screen, B-cell NF-kB inhibitor project, cell-based, luminescence, uHTS. 697 B-cell NF-kB luciferase reporter, 16 h. inhibition, % at 4 µM. actives 0.33% (n = 330,000); in the data active means inhibition above about 35%
Mdm2-MdmX inh: inhibitors of human Mdm2-MdmX association, primary screen, cell-based, luminescence, split luciferase, SaOS-2, uHTS; actives 3% (n = 330,000); AID 485346, 2010; Protein Mdm4 (Homo sapiens) + E3 ubiquitin-protein ligase Mdm2 (Homo sapiens), …; inhibition, % at 8 µM; SaOS-2 split-luciferase Mdm2/MdmX complementation;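 active means inhibition of at least 50% at 8 µM in the primary screen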
Target sequence (O15151 whole entry, looked up): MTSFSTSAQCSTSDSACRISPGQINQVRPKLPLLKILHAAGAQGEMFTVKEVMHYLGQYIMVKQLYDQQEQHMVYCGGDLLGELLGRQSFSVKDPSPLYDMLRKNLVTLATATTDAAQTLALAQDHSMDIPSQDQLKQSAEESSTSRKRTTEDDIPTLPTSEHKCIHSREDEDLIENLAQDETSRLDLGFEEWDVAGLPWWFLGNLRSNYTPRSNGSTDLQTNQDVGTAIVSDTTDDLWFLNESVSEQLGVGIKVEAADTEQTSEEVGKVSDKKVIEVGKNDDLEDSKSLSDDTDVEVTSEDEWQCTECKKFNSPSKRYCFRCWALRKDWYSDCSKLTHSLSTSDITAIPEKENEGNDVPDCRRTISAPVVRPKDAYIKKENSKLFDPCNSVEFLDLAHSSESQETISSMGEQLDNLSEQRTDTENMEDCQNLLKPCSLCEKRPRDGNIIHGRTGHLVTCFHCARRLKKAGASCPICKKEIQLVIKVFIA
Target sequence (Q00987 whole entry, looked up): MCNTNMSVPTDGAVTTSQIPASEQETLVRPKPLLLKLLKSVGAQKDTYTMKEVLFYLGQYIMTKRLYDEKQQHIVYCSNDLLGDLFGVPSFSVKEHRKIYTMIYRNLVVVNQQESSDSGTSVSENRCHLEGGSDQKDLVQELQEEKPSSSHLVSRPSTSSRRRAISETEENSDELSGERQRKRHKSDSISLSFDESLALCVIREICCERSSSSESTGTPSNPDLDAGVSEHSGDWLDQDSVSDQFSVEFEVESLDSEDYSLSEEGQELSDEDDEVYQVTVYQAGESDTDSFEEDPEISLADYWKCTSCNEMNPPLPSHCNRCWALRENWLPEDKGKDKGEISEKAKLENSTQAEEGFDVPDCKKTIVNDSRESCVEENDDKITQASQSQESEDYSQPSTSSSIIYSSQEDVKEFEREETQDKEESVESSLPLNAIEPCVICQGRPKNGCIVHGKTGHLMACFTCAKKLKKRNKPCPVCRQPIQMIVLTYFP
APJ agonist: agonists of human apelin receptor APJ, primary screen, CHO-K1 cells, PathHunter beta-arrestin, luminescence; P35414; 0% DMSO wells, 100% apelin; activation, % at 20 µM; actives 0.11% (n = 330,000);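 active means activation more than six SD over the plate average, tested at 20 µM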;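 further: 0% = DMSO alone and 100% = apelin-13 at 10 nM; some results filed as inactive read as strong as hits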
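system = engineered CHO-K1 APJ arrestin reporter cells | input = 1000 cells per well | timing = overnight seeding, 90 min compound at 25 °C, 1 h detection | measured by = enzyme-fragment complementation luminescence | read-out = beta-arrestin recruitment to APJ as agonist activity, luminescent signal | control set = negative DMSO alone, positive Apelin-13 at 10 nM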
Jurkat NFkB inh: inhibitors of induced NF-kB luciferase reporter, primary screen, TCR NF-kB activation inhibitor project, cell-based, luminescence, uHTS | actives 0.53% (n = 330,000) | AID 435003, 2010 | inhibition, % at 4 µM | Jurkat, PMA/ionomycin-induced NF-kB luciferase reporter; in the data active means inhibition above about 50%
UPR CHOP act: activators of apoptotic CHOP UPR arm, primary screen, cell-based, CHO-CHOP luciferase reporter, luminescence, uHTS. activation, % at 10 µM. actives 0.34% (n = 330,000). AID 449763, 2010. UPR activation; percent of tunicamycin response over DMSO baseline;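 active means at 10 µM dose, activation of 40% or more, normalized to positive control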;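 further: 100% = tunicamycin at 10 µg/mL and 0% = DMSO alone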
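measured by = luciferase luminescence | assay system = CHO-CHOP cells, stable luciferase reporter of PERK-eIF2a-CHOP signalling | amount = 500 reporter cells seeded per well | timing = 6 h compound exposure at 37 °C after overnight seeding | controls = positive tunicamycin 10 µg/mL, negative DMSO alone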
APJ antagonist: antagonists of human apelin receptor APJ, primary screen, CHO-K1 cells, beta-arrestin complementation, luminescence; actives 0.32% (n = 330,000); inhibition, % at 20 µM; P35414;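 active means inhibition above about 40% at 20 µM, limit read from the data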;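 further: cells challenged with 10 nM apelin-13 agonist together with compound; plate controls were apelin-13 plus DMSO wells for no effect and DMSO wells lacking apelin-13 for full effect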
UPR XBP1 act: activators of adaptive XBP1 UPR arm, primary screen, cell-based, CHO-XBP1 luciferase reporter, luminescence, uHTS; actives 0.33% (n = 330,000); activation, % at 20 µM; IRE1-XBP1 UPR activation; percent of tunicamycin response, DMSO as zero; AID 463104, 2010;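 active means versus positive control, 20 µM dose yields 30% or more activation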;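 further: 100% = tunicamycin at 10 µg/mL and 0% = DMSO only wells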
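Signal: luciferase luminescence; Assay system: CHO-XBP1 luciferase reporter cells; Amount: one thousand reporter cells per well; Dosing: 20 µM single concentration, DMSO 1%; Benchmarks: high control tunicamycin 10 µg/mL final, low control DMSO vehicle only; Schedule: 6 h compound exposure at 37 °C, 5% CO2; Evaluation: percent activation relative to tunicamycin reference.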
* = called active by the depositor.

SMILES	tim23-1 inh	697 NFkB inh	Mdm2-MdmX inh	APJ agonist	Jurkat NFkB inh	UPR CHOP act	APJ antagonist	UPR XBP1 act
CCCCn1cnc2c(oc3nc4c(cc32)CCCC4)c1=O	23.2	-153.9	-70.9	0.8	-114.2	0.9	18.2	-1.1
Cc1ccc(-n2nnc3c(=O)n(CC(=O)N4CCC(C)CC4)cnc32)cc1	-7.7	11.0	10.3	2.1	13.3	-0.4	13.1	-2.1
CC(C)N(C(=O)CSc1nnc(C2CC2)n1C1CC1)c1ccccc1	2.8	-1.5	-3.8	-1.8	-14.7	-1.7	2.2	-1.8
Cc1cc(OCC(=O)Nc2nnc(C3CC3)s2)ccc1[N+](=O)[O-]	-8.4	13.5	-2.1	-0.6	-2.1	0.6	-0.5	-1.1
Cc1ccc(NC(=O)CSc2n[nH]c(C)c2[N+](=O)[O-])cc1C	8.7	-46.1	-15.6	1.7	-14.2	1.2	-20.8	-0.3
COc1cccc(N2CCN(C(=O)c3[nH]c(C)c(C(C)=O)c3C)CC2)c1	16.5	-34.7	53.8*	-0.3	55.0*	0.8	13.4	-0.4
CCN(CC(=O)Nc1ccc2c(c1)OCCO2)C(=O)COc1ccc(C)cc1	24.3	-1.1	27.4	-4.9	9.8	2.0	-1.8	-0.7
O=C(O)c1ccc(-n2cccc2/C=C2/NC(=O)N(c3ccccc3)C2=O)cc1	15.7	8.5	4.7	-3.9	-2.6	-1.3	2.0	-0.5
Cc1cc(C)c2cc(C(c3nnnn3C3CCCC3)N3CCOCC3)c(=O)[nH]c2c1 (configuration not stated)	7.3	0.5	10.1	-1.2	6.0	0.5	-4.8	0.2
CCOC(=O)c1oc2ccccc2c1NC(=O)COC	17.1	-7.5	-16.5	1.6	-8.5	0.0	-2.9	-1.0
COC(=O)CN1C(=O)[C@H]2[C@@H](/C=C/c3ccccc3)N3C(=O)CN(CCO)C(=O)[C@@]3(Cc3ccccc3)[C@H]2C1=O	9.7	13.4	20.1	-0.1	-1.0	-0.8	22.0	-2.3
COc1cc(C2C(C#N)=C(N)N(c3cccnc3)C3=C2C(=O)CCC3)ccc1O (configuration not stated)	2.1	7.5	15.8	0.6	-13.2	-1.6	-14.4	-0.3
CCN(CC)c1ccc(C=O)c(OC)c1	10.3	13.0	-9.4	-1.4	1.6	-0.6	-3.8	-2.8
CC1CCCCC1NC(=O)COC(=O)c1cc(=O)[nH]c2ccccc12 (configuration not stated)	-4.4	16.9	9.9	-0.1	11.4	-0.8	-18.2	1.1
CCn1c(=S)sc2c(=O)n(CC(=O)Nc3ccccc3)c(C)nc21	15.1	-1.1	5.5	-2.8	2.9	-0.3	3.8	-1.2
CNC(=S)N1N=C(c2ccc(C)cc2)CC1c1ccc(OC)cc1 (configuration not stated)	26.2	-11.6	-7.3	-3.1	3.3	1.2	3.5	5.4
O=C1CCCN1Cc1ncnn1-c1ccccc1	12.2	22.9	13.8	-3.3	9.7	-2.5	12.5	-2.1
COc1cccc(OC)c1C(=O)O/N=C(\N)c1ccncc1	2.6	2.2	5.9	-1.6	11.4	-0.6	6.1	3.3
CC(OC(=O)c1cc2sccc2n1C)C(=O)NCc1ccc2c(c1)OCO2 (configuration not stated)	15.7	-2.7	-28.3	1.5	-4.0	-0.1	7.9	-1.9
O=C(N/N=C/c1ccc[nH]1)c1c[nH]c2ccccc12	6.0	7.6	7.8	9.3	1.9	5.3	-14.8	-1.6
COc1ccccc1-n1c(-c2cn(C)nc2C)n[nH]c1=S	-3.0	-18.3	-0.5	-0.6	-8.5	0.9	2.3	-2.0
COc1ccc(C)cc1S(=O)(=O)Nc1cccc(-c2ccc(N3CCCCCC3)nn2)c1	20.8	-42.3	24.4	4.2	-6.7	6.6	-22.3	-3.1
COc1cc(C(=O)c2ccccc2Cl)c([N+](=O)[O-])cc1OC	-0.1	-10.9	1.1	-1.0	-7.3	-0.6	11.2	-1.2
COc1ccc(C2Nc3ccc(Br)cc3C(c3ccccc3)N2CC(=O)O)cc1 (configuration not stated)	-0.1	-12.6	-11.3	0.7	-6.4	0.2	-1.9	-1.8
Cc1cccc(NC(=O)Cn2c(/C=C/c3ccccc3)nc3ccccc32)c1	46.6	-7.6	-40.5	-2.6	-23.2	4.6	-1.2	-3.4

Later entries:
SMILES	tim23-1 inh	697 NFkB inh	Mdm2-MdmX inh	APJ agonist	Jurkat NFkB inh	UPR CHOP act	APJ antagonist	UPR XBP1 act
O=C(COC(=O)c1ccc(Cl)nc1)Nc1ccc(Cl)cc1	3.9	12.9	-3.8	-4.8	2.3	2.9	2.3	-1.7
CN1CCOC(=O)/C1=N/Nc1cc(Cl)ccc1Cl	7.8	-50.0	-13.6	0.5	-5.6	-1.1	-1.9	5.5
Cc1ccccc1C(=O)NNC(=O)CSc1nnc(-c2ccncc2)n1-c1ccccc1	7.4	3.6	-7.4	1.5	13.6	0.9	10.3	-1.6
CC(Cc1ccccc1)N/C=C1\CC(=O)NC1=O (configuration not stated)	0.8	-29.5	-7.8	-2.1	-13.3	0.0	7.4	2.5
O=C1CCCN1CCCNS(=O)(=O)c1ccc(F)c(F)c1	-15.5	13.0	18.9	-1.5	11.5	-0.7	-8.7	-5.2
O=[N+]([O-])c1cccc(S(=O)(=O)N2CN(c3ccc(Br)cc3)c3nc4ccccc4nc32)c1	30.2	-12.0	12.5	0.6	-15.7	-0.4	-3.3	-0.8
CCOC(=O)c1c(C)c(C(=O)NCCN2CCOCC2)c(C)n1CC	1.2	1.2	-19.8	-1.6	0.3	0.8	4.5	-0.4
O=C1CC(c2ccc(Cl)cc2)CC(O)=C1C=NCc1ccc(Cl)c(Cl)c1 (configuration not stated)	35.8	5.2	18.2	8.0	-0.2	-1.4	11.0	-1.5
CCc1ccc(N=C2NC(=O)/C(=C/c3cc(OC)c(OC)c(OC)c3)S2)cc1	21.9	-32.1	46.1	-0.6	-9.8	2.5	16.3	4.3
CCn1cc(Br)c(C(=O)N2CCN(c3ccccc3)CC2)n1	2.1	4.8	-11.0	-1.0	-0.7	0.6	-23.2	0.0
O=C(Nc1ccccc1Cl)c1cc[n+]([O-])cc1	1.4	-21.3	8.7	2.7	-16.6	-1.6	-34.6	-2.0
Cc1cc(CN(C)C(=O)CC2C(=O)NCCN2CC(c2ccccc2)c2ccccc2)on1 (configuration not stated)	13.2	8.8	3.8	-3.5	-0.5	1.6	-7.7	-0.3
Cc1cccc(-n2c(SCC(=O)N3CCN(c4ccccn4)CC3)nnc2N2CCOCC2)c1	-0.4	0.0	8.2	-2.7	0.6	1.2	-23.5	-1.5
Cc1cc(/C=N/NC(=O)c2cc3ccccc3o2)c(C)n1C	33.5	6.2	27.5	1.7	-2.4	3.4	-18.0	-3.6
CCOC(=O)C1CCN(c2c(NCc3ccc(C(=O)Nc4ccc(C)cc4)cc3)c(=O)c2=O)CC1	9.3	18.4	-23.1	0.7	4.2	0.9	1.4	-0.1
Cn1cc(CN2CCCCC2c2ccccn2)c(-c2ccc3c(c2)OCCO3)n1 (configuration not stated)	4.7	1.0	-19.2	-4.6	-3.1	-0.5	10.6	-3.1
C=CCOc1ccc(/C=C/C(=O)Nc2ccc(C(=O)NC)cc2)cc1	-20.8	5.3	75.4*	-3.3	-0.5	-0.9	0.0	-1.2
O=C1C=C(Nc2cccc(O)c2)CC(c2ccco2)C1 (configuration not stated)	-0.4	9.3	12.6	-5.2	-9.1	0.4	9.5	-0.6
CCOCc1nnc(NC(=O)CSc2ccccc2)s1	19.6	23.0	9.3	4.5	-1.6	-1.7	8.9	-0.8
O=C(Nc1ccccc1)/C(=C/c1ccc([N+](=O)[O-])cc1)NC(=O)c1ccco1	2.0	-0.9	67.4*	-0.9	12.0	-0.5	5.7	0.8
CCC(C)S(=O)(=O)c1snnc1C (configuration not stated)	10.3	33.5	20.0	-2.0	-15.4	-1.6	-4.8	-0.9
COc1cccc(NS(=O)(=O)c2ccc3[nH]cc(C(=O)NCCN4CCOCC4)c(=O)c3c2)c1	5.1	-8.4	9.9	-1.5	6.7	-0.1	-32.0	-1.3
O=C(CN(Cc1cccs1)C(=O)CSc1nnc(COc2ccccc2)o1)NC1CCCCC1	2.9	-10.9	8.7	-0.9	-11.8	-1.3	-6.7	-4.2
Cc1cccc(NS(=O)(=O)c2ccc(C(=O)NCC3(N4CCCCC4)CCCCC3)cc2)c1C	6.1	-8.8	17.3	-4.8	10.1	-0.9	-41.8	-3.5
CCC1(c2ccc(F)cc2)NC(=O)N(CC(=O)NCC(=O)Nc2cccc(C)c2C)C1=O (configuration not stated)	-1.6	-14.8	18.1	-5.9	-1.3	1.1	2.1	-0.8

Single records, from the list above. Screens in order: tim23-1 inh | 697 NFkB inh | Mdm2-MdmX inh | APJ agonist | Jurkat NFkB inh | UPR CHOP act | APJ antagonist | UPR XBP1 act
O=[N+]([O-])c1cccc(S(=O)(=O)N2CN(c3ccc(Br)cc3)c3nc4ccccc4nc32)c1 is listed with 30.2 | -12.0 | 12.5 | 0.6 | -15.7 | -0.4 | -3.3 | -0.8
Cc1cc(CN(C)C(=O)CC2C(=O)NCCN2CC(c2ccccc2)c2ccccc2)on1 (configuration not stated) is listed with 13.2 | 8.8 | 3.8 | -3.5 | -0.5 | 1.6 | -7.7 | -0.3
CCC(C)S(=O)(=O)c1snnc1C (configuration not stated) is listed with 10.3 | 33.5 | 20.0 | -2.0 | -15.4 | -1.6 | -4.8 | -0.9
CN1CCOC(=O)/C1=N/Nc1cc(Cl)ccc1Cl is listed with 7.8 | -50.0 | -13.6 | 0.5 | -5.6 | -1.1 | -1.9 | 5.5

Next compounds
SMILES	tim23-1 inh	697 NFkB inh	Mdm2-MdmX inh	APJ agonist	Jurkat NFkB inh	UPR CHOP act	APJ antagonist	UPR XBP1 act
CCCCOc1ccc(Cc2c(COCC)[nH]c(=S)[nH]c2=O)cc1	7.7	11.2	12.2	-1.7	7.2	-1.3	-12.2	-2.4
Cc1cc(F)ccc1NC(=O)Nc1ccc2c(c1)OCO2	-9.9	-20.4	10.3	-2.3	-29.6	4.0	15.5	-0.2
O=C(CN1CCN(S(=O)(=O)c2ccccc2[N+](=O)[O-])CC1)NC(=O)NCc1ccco1	-5.9	6.9	24.1	-1.5	-4.6	-0.4	9.8	2.3
Nn1c(SCC(=O)NC2CCCCC2)nnc1-c1ccc(Cl)cc1	12.5	-19.3	1.4	7.7	-0.8	-0.5	1.1	1.2
COc1ccc(C(=O)Nc2ccc(N3CCCC3)cc2)cc1Br	18.2	-5.8	-18.1	-4.0	-17.7	4.6	-15.4	-0.4
CCN(CC)Cc1c(C(=O)N/N=C(\C)c2ccncc2)nnn1-c1nonc1N	10.9	-8.2	-14.4	-0.9	14.0	0.5	5.0	-3.2
CC(C)(O)C#Cc1ccc(C(=O)NCc2ccccc2)s1	13.9	-61.5	-36.7	-1.1	-10.1	-0.4	-18.1	2.3
O=C(/C=C/c1ccco1)NCc1ccc(F)cc1	3.6	-17.5	-26.9	-0.8	14.2	1.7	3.7	-4.1
C[N+](C)(C)C(Cc1c[nH]c2ccccc12)C(=O)[O-] (configuration not stated)	-5.5	9.7	-5.7	1.1	-0.1	1.7	-30.6	3.0
